Bioassay records deposited in PubChem by The Scripps Research Institute Molecular Screening Center.
CHO parental Ca: counter-screen for OX1R antagonists: effect in parental CHO cells. parental CHO-K1, ATP-induced calcium, Fluo-8 fluorescence. inhibition, % at 5.6 µM. 0.63% of 330,000 active. AID 463079;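 active = inhibition above that plate's mean sample inhibition plus 3 SD, cut at about 26% in these data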;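 note: 0% = ATP-challenged DMSO wells and 100% = DMSO wells without ATP; some compounds past the cut are filed as inactive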
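Test system: parental CHO cells; detection: calcium-sensitive Fluo-8 fluorescence; evaluation: percent inhibition of calcium signal; also added: ATP as calcium-mobilizing challenge; repeats: one well per compound; control set: ATP-challenged DMSO wells low, unchallenged DMSO wells high; compound: single nominal dose of 5.6 µM per compound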
CHRM1 antagonist: human CHRM1 antagonism; P11229; CHO-K1 hM1, Fluo-8 calcium fluorescence, ACh EC80 antagonist; inhibition, % at 3 µM; 1.3% of 360,000 active;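 active = percent inhibition above its own plate's cutoff, namely the mean of that plate's compound wells plus 3 SD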;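 note: peak over basal fluorescence ratio during 140 s after agonist addition; 0% = ACh EC80 plus DMSO and 100% = DMSO alone without agonist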
Target sequence (P11229 whole entry, looked up): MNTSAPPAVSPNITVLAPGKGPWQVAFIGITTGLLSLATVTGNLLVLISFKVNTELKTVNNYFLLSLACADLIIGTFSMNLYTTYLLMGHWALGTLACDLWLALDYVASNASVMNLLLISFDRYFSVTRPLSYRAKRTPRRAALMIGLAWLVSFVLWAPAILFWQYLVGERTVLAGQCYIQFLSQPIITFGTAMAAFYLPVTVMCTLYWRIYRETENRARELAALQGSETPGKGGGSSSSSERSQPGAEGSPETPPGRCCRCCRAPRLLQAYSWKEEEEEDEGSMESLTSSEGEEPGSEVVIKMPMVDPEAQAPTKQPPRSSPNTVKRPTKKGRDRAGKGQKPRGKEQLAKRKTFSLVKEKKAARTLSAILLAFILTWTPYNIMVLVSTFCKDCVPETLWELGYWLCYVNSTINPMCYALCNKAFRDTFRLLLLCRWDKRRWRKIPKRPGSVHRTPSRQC
CHO-K1 Ca antag: nonselective inhibitor or artifact in parental CHO-K1 cells; ATP-induced calcium, Fluo-8 fluorescence; inhibition, % at 3 µM; 0.6% of 360,000 active;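 active = inhibition above a per-plate cutoff, the plate's mean sample inhibition plus 3 SD, cut at about 24% in these data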;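 note: 0% = DMSO plus EC80 ATP and 100% = DMSO alone without ATP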
CHRM1 agonist: human M1 muscarinic receptor agonism; activation, % at 3 µM; AID 588814; 0.33% of 360,000 active; CHO-K1 hM1, Fluo-8 calcium fluorescence, agonist mode; 0% DMSO, 100% acetylcholine EC100;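 active = activation above the run's mean compound activation plus 3 SD, cut at about 16% in these data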;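 note: peak over basal fluorescence ratio within a 140 s kinetic read after compound addition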
CHO-K1 Ca PAM: counter-screen for M1 PAMs: effect in parental CHO-K1 cells; 0.02% of 360,000 active; ATP EC20, Fluo-8 calcium fluorescence; 0% at ATP EC20, 100% at ATP max; activation, % at 3 µM; AID 602247;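 active = activation above the run cutoff, the mean activation of all test compounds plus 3 SD, cut at about 40% in these data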;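 note: peak over basal fluorescence ratio in a 140 s read after ATP addition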
M1 ag parental: M1 agonist counterscreen hit in parental CHO-K1 cells; Fluo-8 calcium fluorescence; scaled to maximal ATP response, vehicle zero; activation, % at 3 µM; 0.48% of 360,000 active; in the data active = activation above about 15%;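 note: untransfected CHO-K1 host cells lacking M1 receptor as counterscreen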
TAAR1 agonist: human TAAR1 agonism; 0.99% of 360,000 active; CHO RD-HGA16 TAAR1, Fluo-8 calcium fluorescence; vehicle wells 0%, saturating PEA agonist 100%; Q96RJ0; activation, % at 3 µM;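 active = activation above the mean activation of all test compounds in the run plus 3 SD, cut at about 38% in these data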
Target sequence (Q96RJ0 whole entry, looked up): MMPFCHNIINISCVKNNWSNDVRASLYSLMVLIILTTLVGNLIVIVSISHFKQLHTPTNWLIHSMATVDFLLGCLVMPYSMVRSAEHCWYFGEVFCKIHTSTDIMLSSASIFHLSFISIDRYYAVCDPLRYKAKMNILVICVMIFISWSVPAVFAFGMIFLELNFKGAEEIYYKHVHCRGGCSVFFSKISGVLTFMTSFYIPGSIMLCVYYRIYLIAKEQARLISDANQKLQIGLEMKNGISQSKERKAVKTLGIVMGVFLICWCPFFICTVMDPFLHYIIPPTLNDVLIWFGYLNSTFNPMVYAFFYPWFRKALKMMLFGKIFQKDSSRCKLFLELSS
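test system = CHO RD-HGA16 cells carrying human TAAR1 plus Gα16 | schedule = 17-24 h seeding, 75 min 37 °C dye, 30 min RT | compound dosing = 3 µM single concentration | control set = DMSO and PEA EC100 | replicates = n 1 | signal = Fluo-8 fluorescence, 5 s baseline then 140 s kinetic read | measure = percent activation vs PEA EC100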
M1 PAM: positive allosteric modulators of human M1 muscarinic receptor; activation, % at 3 µM; P11229; AID 588819; CHO-K1 hM1, Fluo-8 calcium fluorescence, ACh EC20; 0% = ACh EC20, 100% = maximal ACh; 0.088% of 360,000 active; in the data active = activation above about 19%, passing the limit was not always enough
TAAR1 antag: antagonists of human TAAR1. Q96RJ0. CHO RD-HGA16 TAAR1, Fluo-8 calcium fluorescence, antagonist. inhibition, % at 3 µM. 1.5% of 360,000 active;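 active = inhibition above a per-plate cutoff, the mean inhibition of test compounds on that plate plus 3 SD, cut at about 49% in these data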;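 note: 0% = DMSO plus EC80 beta-PEA response and 100% = DMSO alone without agonist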
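Test system – hTAAR1-expressing CHO RD-HGA16 cells, Gα16-coupled · Reagent – β-PEA at EC80 concentration, post-compound challenge · Compound dosing – 3 µM, single point · Timing – 140 s kinetic read after compound, 140 s after agonist · Detection – Fluo-8 intracellular calcium dye fluorescence, real-time kinetic reads · Control set – DMSO and EC80 PEA controls · Repeats – n of 1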
The depositor's hits bear a star; / = not tested or not shown. Rows are unselected, and some 4.4% of all compounds hit somewhere here.

Key to letters: A = CHO parental Ca; B = CHRM1 antagonist; C = CHO-K1 Ca antag; D = CHRM1 agonist; E = CHO-K1 Ca PAM; F = M1 ag parental; G = TAAR1 agonist; H = M1 PAM; I = TAAR1 antag
1	O=C(Nc1ccc(N2CCOCC2)cc1N1CCOCC1)c1ccc(F)cc1
  A: -10; B: 2; C: 14; D: -2; E: -6; F: -0.1; G: 6; H: 0; I: -9
2	CN(C)/C=C1\C=C2C(=O)c3ccccc3N2C1=O
  A: 50*; B: 34; C: 41*; D: 141*; E: -19; F: 165*; G: 413*; H: -17; I: 87*
3	O=S(=O)(NCCC1=CCCCC1)c1cccc(Br)c1
  A: -14; B: 9; C: -13; D: -5; E: 20; F: -0.7; G: -3; H: -9; I: 21
4	Cc1ccc(OCCSc2cc(C)nc(N)n2)cc1
  A: -20; B: 10; C: 8; D: -3; E: -6; F: 0.1; G: 5; H: -4; I: 2
5	Cc1ccc(NC2=C(Cl)C(=O)OC2OC(=O)c2ccccc2)c(C)c1 (stereo unspecified)
  A: -1; B: 2; C: 3; D: -10; E: 4; F: 3.9; G: 3; H: -13; I: 12
6	Cn1cncc1C#Cc1ccc2cc(CCCO)oc(=O)c2c1
  A: -8; B: 0; C: 11; D: 0; E: -23; F: -0.8; G: 6; H: 6; I: 20
7	O=C(NCc1ccc(Cl)cc1)c1cc(S(=O)(=O)N2CCCCC2)c[nH]1
  A: 6; B: -1; C: -7; D: 2; E: 14; F: 2.4; G: 5; H: 0; I: -3
8	CCOC(=O)C1=C(C)N=C2c3ccccc3C(=O)C2C1c1ccc(Cl)cc1 (stereo unspecified)
  A: -5; B: 15; C: 5; D: -3; E: -9; F: 0.9; G: 3; H: -9; I: 20
9	CCn1c(SCC(=O)N/N=C/C=C/c2ccco2)nc2ccccc21
  A: -8; B: -6; C: -8; D: -11; E: 23; F: 3.8; G: 2; H: 4; I: 0
10	CCOc1cccc2sc(Cl)nc12
  A: -5; B: -2; C: -17; D: -4; E: 10; F: 1.1; G: 5; H: 3; I: -8
11	COc1ccc(NC(=O)C2c3ccccc3OCC(=O)N2CC(F)(F)F)cc1 (stereo unspecified)
  A: /; B: /; C: -7; D: /; E: 6; F: 0.0; G: 4; H: /; I: -16
12	COc1cccc(-c2nc3n(n2)C(c2ccc4c(c2)OCO4)C(C(N)=O)=C(C)N3)c1 (stereo unspecified)
  A: -3; B: -9; C: 0; D: -2; E: -8; F: -0.1; G: 1; H: 11; I: -6
13	Cc1ccc(C(=O)NCCN2CCOCC2)cc1
  A: -2; B: -5; C: -15; D: -4; E: 28; F: 0.7; G: -1; H: 3; I: 4
14	CN(C)/C=N/c1cc(=O)[nH]c(=O)n1C
  A: -1; B: -11; C: 4; D: -3; E: 8; F: 0.9; G: 14; H: 18; I: -12
15	O=C(NC(=S)Nc1ccc(Oc2ccc(Cl)cc2)cc1)c1ccccc1
  A: 20; B: 12; C: 10; D: -1; E: 0; F: -0.2; G: 5; H: -2; I: 10
16	Cc1ccc(NC(=O)CSCC(=O)N2CCN(Cc3ccc4c(c3)OCO4)CC2)cc1
  A: -16; B: -7; C: -15; D: -4; E: 19; F: 2.8; G: 0; H: 6; I: -8
17	CC1CCC(NC(=O)CCS(=O)(=O)c2ccc3c(c2)CCN3C(=O)C2CC2)CC1 (stereo unspecified)
  A: -4; B: -9; C: 10; D: 2; E: -12; F: -0.1; G: 1; H: 17; I: -11
18	Cc1nc(N)nc(C)c1Cc1ccccc1
  A: -11; B: -5; C: 2; D: -3; E: 2; F: 0.5; G: 8; H: 3; I: -6
19	COC(=O)C1=C(C)NC(=O)CC1c1ccccc1F (stereo unspecified)
  A: -4; B: -21; C: 3; D: -3; E: -12; F: -0.4; G: 7; H: 4; I: -14
20	Cc1ncoc1C(=O)Nc1ccc(Oc2ccccc2)cc1
  A: -6; B: 9; C: 17; D: -1; E: -11; F: 3.5; G: 6; H: -10; I: -1
21	COC(=O)C1c2ccccc2-c2ccccc21
  A: /; B: -5; C: 4; D: -7; E: 14; F: 0.6; G: -1; H: 3; I: -14
22	COc1cc2c(cc1OC)CN(CC(=O)Nc1ccc(Cl)cc1Cl)CC2
  A: -19; B: -14; C: -16; D: -10; E: 2; F: 0.2; G: 0; H: 3; I: -25
23	COc1cc(/C=N/NC2=NCCCCC2)ccc1O
  A: -4; B: -4; C: -16; D: -5; E: 13; F: -0.1; G: 2; H: 2; I: -15
24	O=C(Cn1cc(/C=N/O)c2ccccc21)N1CCOCC1
  A: 0; B: 4; C: -3; D: -3; E: 3; F: 0.6; G: 3; H: -7; I: 7
25	O=C(NOC(=O)c1cc(Br)ccc1Cl)c1cccs1
  A: 4; B: -10; C: 1; D: -3; E: 11; F: 0.3; G: 6; H: 4; I: 4
26	CC(C)c1nc2cc(C(=O)NC(c3cccnc3)C(F)(F)F)ccc2o1 (stereo unspecified)
  A: -13; B: -11; C: -10; D: -2; E: 9; F: 1.2; G: 0; H: 4; I: -18
27	Cc1n[nH]c(C)c1S(=O)(=O)N1CCCC(C(=O)N2CCc3ccccc32)C1 (stereo unspecified)
  A: -7; B: -22; C: -9; D: -2; E: 13; F: 0.9; G: 5; H: -2; I: -8
28	Cc1ccc([N+](=O)[O-])c(OCC(O)CNC(C)(C)C)c1 (stereo unspecified)
  A: -1; B: -26; C: -5; D: -5; E: 14; F: 0.0; G: 1; H: 12; I: -12
29	CCOC(=O)[C@H]1[C@H]2COc3ccc(C)cc3[C@@H]2N2C(=O)c3cc(F)ccc3NC(=O)[C@@]12C
  A: -23; B: -8; C: -14; D: -8; E: 22; F: 0.1; G: 4; H: 9; I: 1
30	COc1cccc(OC)c1C(=O)Nc1cccc(S(=O)(=O)Nc2ccccc2Cl)c1
  A: -20; B: -18; C: -8; D: 0; E: 0; F: 0.5; G: 5; H: 5; I: 7

One compound at a time (already shown). Order of values: CHO parental Ca, CHRM1 antagonist, CHO-K1 Ca antag, CHRM1 agonist, CHO-K1 Ca PAM, M1 ag parental, TAAR1 agonist, M1 PAM, TAAR1 antag
COc1cc2c(cc1OC)CN(CC(=O)Nc1ccc(Cl)cc1Cl)CC2 across the screens: -19, -14, -16, -10, 2, 0.2, 0, 3, -25
Cc1n[nH]c(C)c1S(=O)(=O)N1CCCC(C(=O)N2CCc3ccccc32)C1 (stereo unspecified) across the screens: -7, -22, -9, -2, 13, 0.9, 5, -2, -8
CCOC(=O)[C@H]1[C@H]2COc3ccc(C)cc3[C@@H]2N2C(=O)c3cc(F)ccc3NC(=O)[C@@]12C across the screens: -23, -8, -14, -8, 22, 0.1, 4, 9, 1

Further compounds follow:
Key to letters: A = CHO parental Ca; B = CHRM1 antagonist; C = CHO-K1 Ca antag; D = CHRM1 agonist; E = CHO-K1 Ca PAM; F = M1 ag parental; G = TAAR1 agonist; H = M1 PAM; I = TAAR1 antag
31	O=c1c2cc([N+](=O)[O-])cc([N+](=O)[O-])c2[nH]n1-c1ccccc1
  A: -2; B: -15; C: -3; D: -1; E: 3; F: -0.1; G: 2; H: 13; I: -21
32	CCN(CC(=O)NCc1cccs1)S(=O)(=O)c1cccc(C(C)=O)c1
  A: -11; B: 3; C: 4; D: -4; E: 2; F: -0.1; G: 0; H: 0; I: 19
33	CCN1CCc2c(C#N)c(NCc3ccccc3)nc(N(CC)CC)c2C1
  A: -11; B: -9; C: -1; D: -2; E: 9; F: 1.5; G: 7; H: 5; I: 12
34	O=C(c1cccs1)N1C[C@H](n2cc(C3CC3)nn2)[C@@H](O)C[C@@H]1c1ccccc1
  A: /; B: -3; C: 23; D: -3; E: -11; F: -0.2; G: 1; H: 1; I: 3
35	CC(NC(=O)/C(=C/c1cccc([N+](=O)[O-])c1)NC(=O)c1ccco1)C(=O)O (stereo unspecified)
  A: 1; B: 2; C: -11; D: -4; E: 7; F: -0.3; G: -2; H: 2; I: 10
36	CCOC(CNC(=O)C(=O)Nc1cc2c3c(c1)CCC(=O)N3CCC2)OCC
  A: -6; B: -1; C: -8; D: -3; E: -16; F: 0.1; G: 2; H: -2; I: -1
37	O=C(Nc1ccc(O)c(C(=O)O)c1)Oc1ccccc1
  A: 1; B: 7; C: -9; D: -4; E: 3; F: -0.2; G: 1; H: -1; I: -2
38	CCCCOC(=O)c1cc(=O)[nH]c2ccc(C)cc12
  A: -13; B: -8; C: -13; D: -5; E: 23; F: 0.2; G: 7; H: 12; I: 3
39	COc1ccc(CNCCC2(Cc3ccccc3)CC(C)N(C)CC2C)cc1OC (stereo unspecified)
  A: -20; B: -3; C: -15; D: -5; E: 14; F: 0.3; G: 7; H: 3; I: -12
40	CCc1nnc(NC(=O)C2CCCCN2S(=O)(=O)c2ccccc2)s1 (stereo unspecified)
  A: -16; B: 0; C: -20; D: -3; E: 26; F: 0.2; G: 0; H: 4; I: -11
41	CC(=O)Nc1ccc(S(=O)(=O)N2CCN(C3CCCCCCC3)CC2)cc1
  A: -15; B: 5; C: -6; D: -11; E: -8; F: 1.0; G: 5; H: -1; I: -16
42	C=CCSC1=N/C(=C\c2cc(OC)c3c(c2)OCO3)C(=O)S1
  A: -18; B: -12; C: -8; D: -3; E: 16; F: 1.7; G: 3; H: 8; I: 8
43	Cc1nn(Cc2ccccc2Cl)c2sc(C(=O)NCCCn3ccnc3)cc12
  A: -5; B: 25; C: -5; D: -4; E: 9; F: 0.3; G: 8; H: -14; I: 7
44	COC(=O)C(C)Sc1ncnc2c1c(-c1ccccc1)cn2-c1ccc(OC)cc1 (stereo unspecified)
  A: -22; B: 3; C: -1; D: -5; E: 20; F: 0.6; G: 0; H: 2; I: 22
45	O=C(CN1C2CCCC1CC(NC(=O)c1ccco1)C2)Nc1ccccc1 (stereo unspecified)
  A: -1; B: -6; C: -14; D: -5; E: 24; F: 1.4; G: 2; H: 3; I: -17
46	COc1cnc(SCc2c(Cl)cccc2Cl)nc1Cl
  A: -20; B: -9; C: -9; D: -5; E: 22; F: 0.8; G: 2; H: 2; I: -8

Rewritten tab-delimited: part of the list above.
cpd	Structure	CHO parental Ca	CHRM1 antagonist	CHO-K1 Ca antag	CHRM1 agonist	CHO-K1 Ca PAM	M1 ag parental	TAAR1 agonist	M1 PAM	TAAR1 antag
41	CC(=O)Nc1ccc(S(=O)(=O)N2CCN(C3CCCCCCC3)CC2)cc1	-15	5	-6	-11	-8	1.0	5	-1	-16
42	C=CCSC1=N/C(=C\c2cc(OC)c3c(c2)OCO3)C(=O)S1	-18	-12	-8	-3	16	1.7	3	8	8
